High-throughput results deposited in PubChem by National Center for Advancing Translational Sciences (NCATS).
USP2a inh: blocks human ubiquitin-specific protease USP2a. O75604. USP2 core, Ub-CHOP2 coupled fluorogenic reporter, 485/531. Potency, µM (series often up to 38.3 µM), for the others: at the top dose activity change, negative = inhibition, actives largely listed as inhibitors. 0.01% of 330,000 active. AID 463254;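 further: potency means the concentration at half of the fitted maximal effect; plate controls were DMSO wells for no effect and full inhibition by NEM control for full effect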
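Cell-free coupled assay: 10nM USP2 core preincubated 30min RT with compound in Tris-HCl pH 8.0/CaCl2/CHAPS buffer, then 25nM Ub-CHOP2 and 25nM reporter substrate; fluorescence (Ex 485/Em 531) read after 60min RT, normalized to NEM inhibition, concentration-response curves fitted.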
a7 integrin act: activators of alpha7 integrin expression for muscular dystrophy; 0.064% of 350,000 active; Potency, µM (top dose mostly 38.3 µM), inactives show top-dose activation, usual class: activators; alpha7betagal myoblasts, beta-gal FDG fluorescence, 48 h;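 further: potency means the concentration at half of the fitted maximal effect; 100% = response of the positive control SU9516; nearly all actives have a fitted effect of over 60% in size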
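alpha7betagal+/- myoblasts (passage 13, 250/well) treated 48 h at 37C with compounds at 1:260 dilution of DMSO stock. Lysed, then beta-galactosidase activity read as FDG fluorescence (ex 480/em 540) after 30 min, with pre-read for autofluorescence.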
TSG101-PTAP inh: blocks PTAP/TSG101 interaction to inhibit HIV-1 budding | Q99816 | Fluorescence polarization, FITC-PTAP peptide / Tsg101 binding | Potency, µM (doses to about 115 µM), without a hit: at the top dose activity change, negative = inhibition, actives largely listed as inhibitors | 340,000 tested, under 10 active | AID 493005; active means well fitted inhibition curve with a large enough effect in the main read-out, with a control signal flat, not every such curve was filed as active; inconclusive means small, poorly fitted or top-dose-only effect, or effect the other way, or a change in a side signal; inactive means no such curve, though single readings can be large or run the other way; further: potency means the concentration at half of the fitted maximal effect; % of control where 0% means no effect
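Fluorescence anisotropy tracks displacement of a FITC-tagged PTAP peptide (50 nM) from the Tsg101 binding domain (10 uM), following a 20 min room-temperature incubation at pH 7.5.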
ASM inhibitor: blocks human secretory acid sphingomyelinase | Potency, µM (series often up to 57.5 µM), without a hit: at the top dose activity change, negative = inhibition, most hits filed as inhibitors | 0.006% of 340,000 active | placental ASM, HMU-PC fluorogenic substrate, 60 min | P17405; further: potency means the concentration at half of the fitted maximal effect
Target sequence (P17405 47-631 limits assumed): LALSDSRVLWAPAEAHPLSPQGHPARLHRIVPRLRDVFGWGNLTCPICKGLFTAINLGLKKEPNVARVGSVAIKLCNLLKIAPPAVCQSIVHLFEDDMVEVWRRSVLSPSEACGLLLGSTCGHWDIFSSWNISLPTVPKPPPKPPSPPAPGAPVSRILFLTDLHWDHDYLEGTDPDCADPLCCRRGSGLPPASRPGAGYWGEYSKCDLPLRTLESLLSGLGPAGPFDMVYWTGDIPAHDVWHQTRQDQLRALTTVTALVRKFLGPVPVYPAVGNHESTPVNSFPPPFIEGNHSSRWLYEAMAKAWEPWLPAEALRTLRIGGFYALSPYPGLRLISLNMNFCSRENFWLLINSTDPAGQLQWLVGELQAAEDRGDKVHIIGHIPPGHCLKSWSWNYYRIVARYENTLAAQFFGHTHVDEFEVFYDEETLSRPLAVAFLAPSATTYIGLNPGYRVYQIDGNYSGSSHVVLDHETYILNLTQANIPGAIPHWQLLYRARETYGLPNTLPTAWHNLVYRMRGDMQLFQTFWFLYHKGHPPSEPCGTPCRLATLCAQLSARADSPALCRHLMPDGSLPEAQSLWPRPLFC
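HMU-PC0 cleavage (9 uM final) by human placental ASM, 60 min at 37 °C following 10 min compound exposure at RT; stopped at pH 10, fluorescence Ex 386/Em 447 nm.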
BRCA1 expr act: increases BRCA1 expression; Potency, µM (titrated, usually from 46.1 µM), inactives show at the highest dose activation, actives largely listed as activators; MCF7-BRCA1-FFLuc reporter, luminescence, 48 h; response scale: scaled: vehicle 0%, 10 µM genistein 100%; 1.1% of 380,000 active; further: potency means the concentration at half of the fitted maximal effect; nearly all actives have a fitted effect of over 80% in size; some results filed as inactive show a strong effect at the top dose
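Quantitative HTS in MCF7 cells stably reporting BRCA1 expression via firefly luciferase. Compound treatment lasts 48 h at 37 °C in phenol-red free MEM. Activation is expressed relative to genistein at 10 microM and DMSO.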
p53 reactivator: re-activators of mutant p53. H1299 p53-A138V BP100-luciferase reporter, luminescence, 24 h. Potency, µM (top dose mostly 92.2 µM), without a hit: top-dose activity change, positive = activation, most hits filed as activators. 0.063% of 320,000 active. AID 504706; further: potency means the concentration at half of the fitted maximal effect; % of control where 0% means no effect; nearly all actives have a fitted effect of over 45% in size
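p53-null H1299 cells stably carrying temperature-sensitive p53-A138V and a BP100-luciferase reporter were pinned with compounds (4-point, 1:5 series) and held 24 hrs at 37 deg C. Luminescence was read 10 min after detection reagent.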
uPA generation: inhibitors of cell surface uPA generation; cell surface uPA generation assay, qHTS; Potency, µM (titrated, usually from 38.3 µM), inactives show at the highest dose activity change, negative = inhibition, most hits filed as inhibitors; 0.31% of 330,000 active; active means well fitted inhibition curve with a large enough effect; inconclusive means small, poorly fitted or top-dose-only effect; inactive means no such curve, though single readings can be large or run the other way; tested in mouse RAW 264.7 cells; further: potency means the concentration at half of the fitted maximal effect; on the % scale 0 is the no-effect control and ±100 the full control effect; nearly all actives have a fitted effect of over 55% in size
TRPV1 agonist: activates the human vanilloid receptor TRPV1; 0.19% of 320,000 active; activation, % at 8.33 µM; TRPV1-expressing cells, Fluo-8 calcium influx, agonist mode; Q8NER1; in the data active means activation above about 80%; inconclusive means between about 30% and that limit; further: 0% is about no effect
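TRPV1-expressing cells were cultured overnight at 35.5C and loaded with Fluo-8 calcium dye for 40 to 90 min at room temperature. After a 10 s baseline, compound was added and calcium influx was read kinetically for 3 min (ex 480/em 520 nm).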
B2AR arrestin: beta2AR (human) beta-arrestin recruitment activity; P07550; beta-arrestin recruitment to beta2AR, cell-based reporter; Potency, µM (titrated, usually from 46.1 µM), without a hit: at the highest dose activation, most hits filed as activators; 0.02% of 330,000 active; AID 492947;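 further: potency means the concentration at half of the fitted maximal effect; 0% = DMSO controls and full agonism = EC100 isoproterenol or metaproterenol; nearly all actives have a fitted effect of over 65% in size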
Target sequence (P07550 whole entry, looked up): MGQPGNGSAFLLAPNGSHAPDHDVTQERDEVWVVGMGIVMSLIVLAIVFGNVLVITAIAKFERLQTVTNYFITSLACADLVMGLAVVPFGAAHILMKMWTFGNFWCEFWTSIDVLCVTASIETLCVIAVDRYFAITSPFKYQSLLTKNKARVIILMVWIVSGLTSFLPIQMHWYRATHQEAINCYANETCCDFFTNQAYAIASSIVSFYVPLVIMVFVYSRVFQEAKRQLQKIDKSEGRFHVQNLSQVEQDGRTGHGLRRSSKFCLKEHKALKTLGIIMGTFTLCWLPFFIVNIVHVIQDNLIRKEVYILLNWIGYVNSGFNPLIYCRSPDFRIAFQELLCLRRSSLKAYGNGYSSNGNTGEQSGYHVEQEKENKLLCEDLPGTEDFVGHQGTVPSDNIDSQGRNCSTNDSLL
ELG1 genotoxic: induces genotoxicity in HEK293T cells with luciferase-tagged ELG1 | HEK293T ELG1-luciferase reporter, luminescence, 16 h | Potency, µM (series often up to 46 µM), inactives show at the top dose activity change, positive = activation, actives largely listed as activators | 1.3% of 330,000 active; further: potency means the concentration at half of the fitted maximal effect; % of control where 0% means no effect; nearly all actives have a fitted effect of over 60% in size
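HEK293T cells expressing luciferase-tagged ELG1 were treated with compound or DMSO for 16 hr at 37°C. Luciferase activity was then read after 30 min with ONE-Glo at room temperature; rising signal flags genetic stress.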
Eya2 inh: inhibitors of human Eya2 phosphatase activity. recombinant Eya2, OMFP fluorescence dephosphorylation (OMFP is methylfluorescein phosphate). 0.006% of 330,000 active. O00167. Potency, µM (doses to about 76.9 µM), inactives show at the top dose activity, negative = inhibition, hits mostly inhibitors; further: potency means the concentration at half of the fitted maximal effect; on the % scale 0 is the no-effect control and ±100 the full control effect
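Eya2 protein (added as 0.2 uM solution) was preincubated with compound for 10 min at ambient temperature in 50 mM HEPES pH 7.5, 50 mM NaCl, 5 uM MgCl2, 0.05% BSA, 1 mM DTT. OMFP (added at 50 uM) then reacted 10 min; fluorescence read at 485/525 nm.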
* hit, by the source's call; ? = inconclusive; · = not tested or not shown; [ ] = dose if it differs, or a comment. Unless noted, the call rests on the fitted dose curve; in most records, active means well fitted curve in the direction sought with a large enough effect; inconclusive means small, poorly fitted or top-dose-only effect, or another doubt; inactive means no such curve, though single readings can be large; an effect the other way counts as inactive or inconclusive.

SMILES	USP2a inh	a7 integrin act	TSG101-PTAP inh	ASM inhibitor	BRCA1 expr act	p53 reactivator	uPA generation	TRPV1 agonist	B2AR arrestin	ELG1 genotoxic	Eya2 inh
c1ccc(CCCN2CCOCC2)cc1	3%	-24%	-5%	-2%	2%	4%	0%	-2	-0.8%	0%	0%
O=C(CSc1nc2sc3c(c2c(=O)n1-c1ccccc1)CCCC3)N/N=C/c1ccccc1C(=O)O	2%	-29%	-5%	-7%	-14%	-2%	3%	-1	-0.1%	4%	-1%
CCOC(=O)c1sc(NC(=O)CN2C(=O)NC3(CC(C)CC(C)(C)C3)C2=O)cc1C (stereo not given)	-2%	-38%	-1%	-19%	-84%	-9%	-9%	25	2.8%	-2%	-30%
CCOc1ccc(N(CC(=O)N2CCCCCC2)S(C)(=O)=O)cc1	3%	-5%	-7%	0%	-19%	·	-2%	-3	0.0%	1%	-20%
CCNC(=O)c1ccc(OCC(=O)Nc2ccc(F)cc2)c(OC)c1	0%	9%	1%	5%	-12%	0%	-4%	0	-0.9%	1%	-3%
Cc1noc(COc2ccccc2OCC(N)=O)c1Cl	3%	14%	-2%	3%	-11%	0%	0%	2	-0.2%	1%	26%
CC(C)(CCl)C(=O)Nc1ccc(C(F)(F)F)cc1	2%	3%	-1%	3%	59%	-4%	1%	24	0.2%	0%	-19%
Cc1cccc(NC(=S)N2CCCCC2)c1	-2%	32%	0%	4%	14%	-1%	-4%	0	-0.3%	1%	1%
NS(=O)(=O)c1ccc(CCNC(=O)CSc2ccc(Cl)cc2)cc1	1%	23%	-5%	3%	-27%	4%	1%	22	14%	-3%	-3%
COc1ccc(S(=O)(=O)N2CCCC2CNC(=O)C(=O)Nc2ccc(C)cc2)cc1 (stereo not given)	0%	-1%	-2%	5%	-17%	-7%	1%	-8	-0.5%	-4%	7%
Cc1ccc(CCC(=O)Nc2ccc(N(C)C)cc2)o1	1%	3%	-1%	1%	-4%	30%	?	20	4.1%	2%	0%
COc1ccc(/C=N/NC(=O)c2ccc(CSc3nc(C)cc(C)n3)cc2)c(OC)c1OC	-6%	8%	-2%	-1%	-42%	-12%	-13%	1	0.1%	4%	-4%
CC[C@@]12C(=O)N(c3ccc(OC)cc3)C(=O)N1[C@H](c1ccc(Cl)cc1)[C@@H]1C(=O)N(C3CCCCC3)C(=O)[C@@H]12	-1%	-30%	-3%	-8%	-30%	·	7%	2	-0.2%	-1%	5%
CC(=O)N(Cc1ccc(Cl)cc1)c1cnccn1	0%	?	3%	4%	0%	-7%	15%	11	0.0%	0%	-7%
CC(C)OCCCn1c(SCC(=O)N2CCCC2=O)nc2ccccc2c1=O	2%	13%	-7%	5%	4%	0%	-12%	6	0.2%	5%	3%

Reprinted from the part before: six compounds, followed by the next part.
SMILES	USP2a inh	a7 integrin act	TSG101-PTAP inh	ASM inhibitor	BRCA1 expr act	p53 reactivator	uPA generation	TRPV1 agonist	B2AR arrestin	ELG1 genotoxic	Eya2 inh
COc1ccc(S(=O)(=O)N2CCCC2CNC(=O)C(=O)Nc2ccc(C)cc2)cc1 (stereo not given)	0%	-1%	-2%	5%	-17%	-7%	1%	-8	-0.5%	-4%	7%
Cc1ccc(CCC(=O)Nc2ccc(N(C)C)cc2)o1	1%	3%	-1%	1%	-4%	30%	?	20	4.1%	2%	0%
COc1ccc(/C=N/NC(=O)c2ccc(CSc3nc(C)cc(C)n3)cc2)c(OC)c1OC	-6%	8%	-2%	-1%	-42%	-12%	-13%	1	0.1%	4%	-4%
CC[C@@]12C(=O)N(c3ccc(OC)cc3)C(=O)N1[C@H](c1ccc(Cl)cc1)[C@@H]1C(=O)N(C3CCCCC3)C(=O)[C@@H]12	-1%	-30%	-3%	-8%	-30%	·	7%	2	-0.2%	-1%	5%
CC(=O)N(Cc1ccc(Cl)cc1)c1cnccn1	0%	?	3%	4%	0%	-7%	15%	11	0.0%	0%	-7%
CC(C)OCCCn1c(SCC(=O)N2CCCC2=O)nc2ccccc2c1=O	2%	13%	-7%	5%	4%	0%	-12%	6	0.2%	5%	3%
Oc1cccc(NC(=S)N=Nc2c(O)[nH]c3ccc(Br)cc23)c1	-1%	0%	-1%	?	-63%	27%	-1%	-4	0.0%	-6%	-16%
O=C(O)c1ccc2oc(=O)c(S(=O)(=O)c3ccccc3)cc2c1	9%	32%	-7%	0%	0%	1%	6%	-3	0.3%	2%	-3%
Cc1cccc2cc(C(c3nnnn3C(C)(C)C)N(Cc3ccco3)CC3CCCO3)c(=O)[nH]c12 (stereo not given)	-3%	-4%	-6%	-1%	-10%	-14%	0%	?	-0.8%	-1%	-10%
Cc1ccc(C)c(NC(=O)/C(C#N)=C/c2ccc[nH]2)c1	2%	0%	-2%	-2%	-6%	8%	-4%	8	-0.1%	0%	-26%
O=C1c2ccccc2NC(c2ccccc2)N1Cc1ccccc1 (stereo not given)	·	-7%	-3%	151%[activator]	-9%	·	1%	·	·	·	·
COc1ccc(CCN(C)C(=O)c2cc(=O)c3ccccc3o2)cc1OC	2%	0%	2%	2%	3%	9%	-10%	-1	0.2%	3%	5%
Cc1ccccc1OCC(=O)NCC(=O)OCc1ccc(Br)cc1	-2%	11%	-2%	-1%	6%	17%	-11%	23	-0.7%	1%	-19%
Cc1ccc(CNc2cccnc2)cc1	1%	3%	-2%	0%	85%	1%	3%	3	-0.3%	-1%	-24%
O=C1NC(c2ccccc2)CCO1 (stereo not given)	-1%	17%	-1%	-5%	9%	2%	0%	2	-1.3%	1%	-5%
O=[N+]([O-])c1cn(Cc2ccccc2)cn1	1%	7%	-3%	3%	0%	-4%	?	1	0.5%	0%	0%
CCCNC(=O)C(Cc1ccccc1F)NC(=O)c1ccccn1 (stereo not given)	1%	19%	-5%	-1%	-2%	-5%	-3%	2	0.0%	4%	-7%
NNC(=O)c1cc2ccccc2[nH]1	-1%	0%	-5%	1%	-57%	1%	-9%	-2	0.3%	-5%	5%
Cc1cc(=O)[nH]c(SCC(=O)N2c3ccccc3CC2C)n1 (stereo not given)	0%	-35%	-6%	3%	13%	-1%	-5%	-2	-0.2%	4%	-2%
NS(=O)(=O)c1ccc(NNC(=O)c2ccccc2C(=O)O)cc1	3%	-7%	-2%	0%	-10%	5%	3%	6	-0.5%	1%	-1%
Cc1ccc(OCC(=O)NCCNC(=O)c2ccco2)cc1	-1%	-16%	-4%	-3%	-16%	-2%	2%	1	0.1%	5%	15%
CNS(=O)(=O)c1cccc(C(=O)OCCCC(=O)c2ccccc2)c1	0%	-29%	-1%	3%	0%	-3%	-15%	4	0.0%	-1%	16%
COc1ccc(C(C)=O)cc1CC(=O)NCCCn1ccnc1	-1%	4%	-4%	10%	-17%	0%	2%	1	0.0%	-2%	-2%
CCCn1c(SCCc2ccccc2)nc2c1c(=O)[nH]c(=O)n2C	4%	41%	-1%	-14%	-2%	-5%	-5%	8	0.5%	-2%	-6%
CCOc1ccc(NC(=O)CNC(=O)c2ccc(OC)c(OC)c2)cc1	·	3%	-8%	0%	-1%	·	-2%	-3	·	·	·
OC(CNC1CCCCC1)CN1CCN(CC(O)CNC2CCCCC2)CC1 (stereo not given)	1%	·	·	·	·	3%	·	-1	-0.2%	0%	11%
O=C(Nc1ccccc1N1CCCCC1)c1cnccn1	2%	-20%	-1%	-5%	-5%	-4%	8%	9	-1.1%	-6%	-5%
O=C(CN1C(=O)c2ccccc2C1=O)OCc1nc2ccsc2c(=O)[nH]1	2%	24%	-5%	2%	-9%	0%	?	8	-0.7%	1%	-12%
O=C(Nc1cccc2nsnc12)c1cc2c(cc1Cl)Sc1nccn1S2(=O)=O	·	10%	6%	29%	-9%	·	1%	·	·	·	·
CCC(=O)N=C1SC2CS(=O)(=O)CC2N1c1cccc(OC)c1 (stereo not given)	0%	18%	-2%	-1%	14%	8%	-4%	-4	-0.2%	-5%	13%
